# pPAFAH inh – pPAFAH (human) enzyme inhibition. Q13093. recombinant pPAFAH, FP-rhodamine probe fluorescence polarization. inhibition, % at 3.39 µM. actives 1.5% (n = 330,000);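 active means inhibition above the mean inhibition across the screen plus 3 SD, cut at about 25% in these data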;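 further: inhibitors block binding of the rhodamine activity-based probe so polarization drops; 0% = enzyme with DMSO and 100% = wells lacking pPAFAH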
# Target sequence (Q13093 whole entry, looked up): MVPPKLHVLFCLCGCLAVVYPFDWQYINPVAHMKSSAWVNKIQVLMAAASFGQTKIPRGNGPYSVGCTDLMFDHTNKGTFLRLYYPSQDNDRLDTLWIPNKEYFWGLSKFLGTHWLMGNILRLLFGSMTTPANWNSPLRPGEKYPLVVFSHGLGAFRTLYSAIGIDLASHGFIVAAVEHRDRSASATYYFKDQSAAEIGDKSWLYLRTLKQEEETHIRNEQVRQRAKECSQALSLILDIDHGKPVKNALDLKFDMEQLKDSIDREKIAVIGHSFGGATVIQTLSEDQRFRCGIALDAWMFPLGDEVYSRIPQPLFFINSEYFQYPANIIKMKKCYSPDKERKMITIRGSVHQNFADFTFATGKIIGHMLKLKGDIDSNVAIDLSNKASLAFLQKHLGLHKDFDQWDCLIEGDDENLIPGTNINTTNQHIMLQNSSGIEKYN
# PAFAH1B2 FP inh – blocks human PAF acetylhydrolase 1b catalytic subunit 2; recombinant PAFAH1B2, FP-rhodamine activity probe, fluorescence polarization; P68402; AID 492953; inhibition, % at 3.39 µM; actives 1.2% (n = 340,000);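 active means inhibition above the mean of all tested compounds plus 3 SD, cut at about 24% in these data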;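 further: 0% = enzyme with DMSO and 100% = wells lacking PAFAH1B2; many of its hits are not listed in these tables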
# PAFAH2 inh – inhibitors of human PAFAH2. actives 0.99% (n = 340,000). inhibition, % at 3.39 µM. AID 492956. recombinant PAFAH2, FP-rhodamine activity probe, fluorescence polarization;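 active means inhibition above the mean over all tested compounds plus 3 SD, cut at about 30% in these data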;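 further: inhibitors block probe labeling of enzyme so polarization drops; 0% = enzyme with DMSO and 100% = wells lacking PAFAH2 protein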
# PAD4 inh – blocks human protein arginine deiminase 4; Q9UM07; recombinant PAD4, RCA probe fluorescence polarization; inhibition, % at 6.36 µM; actives 0.41% (n = 330,000); AID 485272;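 active means percent inhibition above a cutoff equal to the mean of all tested compounds plus 3 SD, cut at about 15% in these data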;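 further: 0% = PAD4 with RCA probe and DMSO and 100% = probe without PAD4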
# LYPLA2 inh – LYPLA2 (human) inhibition in PME1 counter-screen | O95372 | recombinant LYPLA2, FP-Rh probe fluorescence polarization | inhibition, % at 5.9 µM | actives 0.38% (n = 320,000);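 active means inhibition above the screen-wide mean plus 3 SD, limit set per campaign, cut at about 26% in these data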;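 further: 0% = LYPLA2 with DMSO and 100% = wells lacking LYPLA2 enzyme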
# Target sequence (O95372 whole entry, looked up): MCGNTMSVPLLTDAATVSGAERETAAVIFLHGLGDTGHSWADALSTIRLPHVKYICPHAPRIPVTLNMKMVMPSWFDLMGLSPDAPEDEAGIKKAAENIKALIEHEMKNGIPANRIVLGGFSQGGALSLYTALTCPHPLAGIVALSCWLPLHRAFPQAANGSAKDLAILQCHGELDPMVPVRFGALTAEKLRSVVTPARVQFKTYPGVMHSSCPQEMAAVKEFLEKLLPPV
# PAFAH1B3 inh – inhibitors of human PAFAH1B3 | Q15102 | recombinant PAFAH1B3, FP-rhodamine probe, fluorescence polarization | inhibition, % at 3.39 µM | actives 0.28% (n = 340,000);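 active means inhibition above the screen-wide average of all tested compounds plus 3 SD, cut at about 25% in these data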;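 further: 0% = enzyme with DMSO only and 100% = wells lacking PAFAH1B3 protein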
# GSTO1 counter – GSTO1 inhibition, counter-screen for RBBP9 inhibitors. AID 1974. recombinant GSTO1, activity-based probe fluorescence polarization. inhibition, % at 5.96 µM. actives 1.1% (n = 300,000). P78417;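 active means inhibition above the campaign mean inhibition plus 3 SD, cut at about 35% in these data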;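 further: 0% = GSTO1-1 with DMSO and 100% = wells lacking GSTO1-1 enzyme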
# LYPLA1 counter – LYPLA1 (human) inhibition in PME1 counter-screen; O75608; recombinant LYPLA1, FP-Rh probe fluorescence polarization; inhibition, % at 5.9 µM; actives 0.16% (n = 320,000);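 active means inhibition above the mean of all tested compounds plus 3 SD, set per campaign, cut at about 14% in these data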;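 further: inhibitors block serine hydrolase probe labeling of LYPLA1 so polarization falls; 0% = enzyme with DMSO and 100% = wells lacking LYPLA1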
# PME-1 inh – blocks human protein phosphatase methylesterase 1 | recombinant PME-1, FP-Rh probe fluorescence polarization | actives 0.53% (n = 320,000) | inhibition, % at 5.9 µM;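 active means inhibition above the campaign mean of all compounds plus 3 SD, cut at about 26% in these data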;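 further: competitive labeling of PME-1 active site by serine hydrolase directed probe; 0% = PME-1 with DMSO and 100% = wells lacking PME-1 enzyme; inhibitors block probe labeling so polarization falls and inhibition rises; many of its hits are not listed in these tables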
# Target sequence (Q9Y570 whole entry, looked up): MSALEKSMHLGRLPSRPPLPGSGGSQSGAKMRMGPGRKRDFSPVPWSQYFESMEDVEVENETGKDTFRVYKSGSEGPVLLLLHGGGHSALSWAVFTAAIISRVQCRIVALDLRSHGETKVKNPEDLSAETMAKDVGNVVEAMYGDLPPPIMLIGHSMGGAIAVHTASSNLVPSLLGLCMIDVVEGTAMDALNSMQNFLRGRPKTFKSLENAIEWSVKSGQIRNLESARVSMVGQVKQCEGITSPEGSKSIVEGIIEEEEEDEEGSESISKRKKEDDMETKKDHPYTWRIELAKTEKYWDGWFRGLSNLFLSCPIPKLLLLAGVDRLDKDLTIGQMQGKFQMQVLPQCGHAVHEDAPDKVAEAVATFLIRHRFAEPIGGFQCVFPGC
# Numbers without * were called inactive; / = no result given. This is a subset (hit frequency here may not be typical).
SMILES,pPAFAH inh,PAFAH1B2 FP inh,PAFAH2 inh,PAD4 inh,LYPLA2 inh,PAFAH1B3 inh,GSTO1 counter,LYPLA1 counter,PME-1 inh
Cc1cccnc1NC(=O)c1ccc(COc2ccccc2)o1,5,2,-3,-2,7,7,-1,4,-2
Cc1cccc(N2CC(C(=O)OCC(=O)Nc3sccc3C(N)=O)CC2=O)c1C (stereo not given),6,0,7,2,/,5,/,/,/
N#C/C(=C\c1cccc(Oc2ccc(C(F)(F)F)cc2[N+](=O)[O-])c1)c1nc2ccccc2[nH]1,11,-13,-1,0,-17,-25,6,-11,2
COc1cc(C#N)ccc1OCC(=O)Nc1cccc(S(=O)(=O)N2CCCC2)c1,7,-3,-3,0,0,-1,10,-2,-1
CC(=O)c1cccc(NC(=O)CSc2nc(=O)n(CCCN3CCOCC3)c3c2CCC3)c1,1,-2,1,-2,-1,1,-4,-3,2
COc1cc(/C=C/C(=O)OCC(=O)Nc2ccc3c(c2)OCCO3)ccc1O,10,3,75*,-7,-5,0,0,-1,-9
Cc1cc(C)n(C(C)CC(=O)Nc2ccc(-c3ccno3)cc2)n1 (stereo not given),2,1,2,4,-4,1,-1,-2,-4
CC(NC(=O)c1ccccc1Br)c1nnc(SCC(=O)NC2=NCCS2)n1C (stereo not given),1,1,5,-2,-5,5,8,-3,-4
c1ccc(Nc2nc(N3CCCC3)nc(N3CCOCC3)n2)cc1,6,5,10,0,7,5,1,3,3
C/C(=N\NC(=O)c1ccc(N(C)C)cc1)c1ccc(C)c(C)c1,7,-1,-2,-2,-1,6,1,1,4
CCn1cc(Br)c(C(=O)Nc2ccc(F)cc2F)n1,0,4,-3,2,8,11,1,3,2
CCNS(=O)(=O)c1c(C)cc(C)c(N(C)S(=O)(=O)c2ccccc2)c1C,0,1,-1,-8,-2,2,7,1,5
COc1cnc(-c2ccccn2)nc1N(C)c1ccccc1,12,2,3,-3,2,6,16,3,-5
Cc1cc(C)c(C)c(S(=O)(=O)N2CCC(C(=O)NCc3ccco3)CC2)c1C,-5,-1,1,-6,-4,4,/,0,3
COc1cccc(/C=N/NC(=O)c2cnccn2)c1,0,-3,-3,0,6,7,-3,0,4
O=C(NCCc1ccc(C(F)(F)F)cc1)c1ccc(Cl)nc1,5,3,-10,-5,-3,7,7,2,-2
COc1cc(NC2=Nc3cccc4cccc2c34)cc(OC)c1OC,6,6,16,0,2,10,4,2,3
CN(C)CCn1c2c(c(SCC(=O)Nc3ccc4c(c3)OCCO4)nc1=O)CCCC2,5,2,0,-3,1,-1,4,0,-1
Cc1nc2ccc(F)cc2cc1C(=O)Nc1ccc(Cl)c(Cl)c1,42*,0,-10,-2,-12,-6,-12,-3,-7
CCOc1ccc(C(O)(c2ccccc2)C(CN2CCCC2)c2ccccc2)cc1 (stereo not given),4,-4,2,3,14,3,-5,6,-2
N#CC1(NC(=O)CSc2nc3ccc([N+](=O)[O-])cc3s2)CCCCC1,-1,6,2,-7,-8,-2,7,-6,4
S=C1CCC(c2ccc(Br)cc2)=NN1c1ccccc1,-7,4,1,1,-3,8,-4,-4,-15
Cc1ccc2nc(Nc3ccccc3)cc(C)c2c1,3,4,6,-2,-1,5,-4,-2,8
CC1(C)NC(=O)N(CC(O)CN2C(=O)NC(C)(C)C2=O)C1=O,21,2,-2,-1,2,7,-2,4,0
O=C(O)c1ccc(/C=C/C(=O)c2ccc3c(c2)OCCCO3)cc1,1,10,-1,2,7,10,-7,-2,2
SMILES,pPAFAH inh,PAFAH1B2 FP inh,PAFAH2 inh,PAD4 inh,LYPLA2 inh,PAFAH1B3 inh,GSTO1 counter,LYPLA1 counter,PME-1 inh
O=C(Cc1ccc(Cl)cc1Cl)Nc1ccncc1Cl,5,1,1,-7,1,2,-7,3,-3
Cc1ccc(Cn2nnc3c(=O)n(CC(=O)OCc4ccccc4)cnc32)cc1,6,-2,0,0,7,2,2,3,15
Clc1ccc(SCc2cc(-c3ccc(Cl)cc3)on2)cc1,1,23,-7,3,-6,-3,-3,-4,-12
Cc1ccc(S(=O)(=O)N2CCCCC2CCNC(=O)C(=O)NCc2cccnc2)cc1 (stereo not given),12,-1,4,-3,4,1,13,1,-4
O=C(Cc1ccc(Cl)cc1)Nc1ccc(SC(F)F)cc1,0,2,-7,-1,7,0,2,-6,-8
O=C(CSc1nnc(-c2ccc(F)cc2)o1)N1CCCCC1,0,4,-6,-2,6,5,5,-2,3
Cc1ccc2cc(C)c(Sc3nnnn3-c3ccccc3)nc2c1,-3,-2,4,-8,-17,5,-17,-11,-5
Cc1ccccc1CNC(=O)C(=O)NCC1OCCCN1S(=O)(=O)c1ccc(F)cc1C (stereo not given),5,18,5,0,3,10,-1,0,3
CCc1ccc(N2CC(C(=O)OCC(=O)Nc3ccc(C#N)cc3)CC2=O)cc1 (stereo not given),11,4,6,3,4,5,/,-1,-3
N#CCCn1ncc2ccccc21,0,1,2,-3,-3,2,-2,-1,2
O=C(COc1cccnc1[N+](=O)[O-])Nc1cccc(S(=O)(=O)N2CCOCC2)c1,4,-3,4,-4,3,10,4,-4,0
CC(NCc1ccc(OCc2ccc(Cl)cc2)cc1)C(O)c1ccccc1 (stereo not given),5,64*,-2,0,39*,7,-1,1,-8
Cc1ccc(NC(=O)COC(=O)CCC(=O)c2cccs2)cc1S(=O)(=O)N1CCOCC1,7,5,-1,4,-6,9,7,-3,-1
CCC(=O)N1CCc2cc(S(=O)(=O)CCC(=O)NCc3ccc(OC)cc3)ccc21,5,2,6,-3,-1,7,-4,-2,2
COc1cc(CNC(=O)c2ccccc2NC(=O)C2=C(C)OCCS2)cc(OC)c1OC,2,3,-5,2,-3,8,1,-1,4
Cc1ccccc1C1C(C#N)=C(N)N(N(C)C)C2=C1C(=O)CC(C)(C)C2 (stereo not given),3,1,-1,6,3,6,0,1,0
CCOC(=O)c1c(C)[nH]c(C(=O)COC(=O)c2ccco2)c1C,8,1,-4,-2,/,4,/,/,/
CC1CCCCC12NC(=O)N(CC(=O)NCCc1ccccn1)C2=O (stereo not given),-2,-4,2,-3,1,14,-11,-2,2
COc1cccc(-c2cccc(NC(=O)C3CCN(Cc4cnn(C)c4)CC3)c2)c1,4,-3,0,1,-2,1,9,3,-4
C/C(=N/Nc1nc(-c2ccccc2F)nc2ccccc12)c1ccccc1O,-2,2,-3,-5,-14,6,6,-15,26*
CC(C)(C)OC(=O)C[C@@H]1C/C=C\C[C@@H](CC(=O)NCCO)C(=O)N[C@H](Cc2ccccc2)COC1=O,1,14,2,4,/,10,/,/,/
O=c1c(-c2ccc3c(c2)OCCO3)c(C(F)(F)F)oc2cc(O)cc(O)c12,1,8,11,1,4,15,7,1,-4
CC(C)CN1CCN(Cc2cc(F)ccc2-n2cccn2)CC1CCO (stereo not given),-1,-2,-8,-2,3,6,3,0,3
CCCCN(CCCNC(=O)CN1C(=O)COc2ccc(S(=O)(=O)N3CCC(C)CC3)cc21)Cc1ccccc1,3,5,-7,-2,4,5,1,-2,-1
COc1ccc(C2c3c(nc[nH]c3=O)Oc3nc[nH]c(=O)c32)cc1,7,6,-4,2,-4,-2,-6,-1,-3

# Single records (already shown). Values in the order: pPAFAH inh, PAFAH1B2 FP inh, PAFAH2 inh, PAD4 inh, LYPLA2 inh, PAFAH1B3 inh, GSTO1 counter, LYPLA1 counter, PME-1 inh
# O=C(Cc1ccc(Cl)cc1Cl)Nc1ccncc1Cl in the list: 5, 1, 1, -7, 1, 2, -7, 3, -3
# O=C(COc1cccnc1[N+](=O)[O-])Nc1cccc(S(=O)(=O)N2CCOCC2)c1 in the list: 4, -3, 4, -4, 3, 10, 4, -4, 0

# (next part)
SMILES,pPAFAH inh,PAFAH1B2 FP inh,PAFAH2 inh,PAD4 inh,LYPLA2 inh,PAFAH1B3 inh,GSTO1 counter,LYPLA1 counter,PME-1 inh
O=C(NC(=S)N1CCCCC1)C12CC3CC(CC(C3)C1)C2,0,13,-4,-4,-6,4,0,-1,-11
Cn1cnnc1SCC(=O)NC(=O)NC1CCCC1,1,2,-3,3,-3,-5,5,2,1
S=c1[nH]nc(Nc2ccccc2)s1,1,/,/,-4,-4,/,0,-1,2
Cc1ccccc1NC(=S)NCC(c1cccnc1)N1CCOCC1 (stereo not given),0,1,1,-2,4,-7,1,-2,-2
C=C(C)C(=O)Nc1cccc(C2=NOC3(C2)C[C@@H](C(N)=O)N(C(=O)c2cc([N+](=O)[O-])cc([N+](=O)[O-])c2C)C3)c1 (stereo not given in full),-4,2,0,-6,3,2,1,0,4
O=C(Cc1ccc([N+](=O)[O-])cc1)NCc1ccncc1,2,4,2,1,0,-3,5,-1,-4
COc1ccc(S(=O)(=O)N(CC(=O)NC2CC3CCC2C3)c2ccccc2OC)cc1 (stereo not given),-3,1,6,-3,-2,9,4,-4,0
COCCCNCCC(CCC(C)C)c1ccc2c(c1)OCO2 (stereo not given),-2,/,/,4,-3,/,1,0,2
CCNC(=O)CC1C(=O)N(c2ccccc2)C(=O)N1Cc1ccc(OC)cc1 (stereo not given),0,1,8,0,1,-5,-1,-3,3
CCOC(=O)N1CCC(N2Cc3cccc(C(=O)NCc4ccc(OC)cc4)c3C2=O)CC1,5,/,/,-6,14,/,0,1,9
COCCNS(=O)(=O)c1ccc(Cl)c(C(=O)NC2CCN(Cc3ccccc3)CC2)c1,-1,3,2,1,10,3,2,6,2
CCOC(=O)N1CCN(CCC(=O)Nc2ccc(Br)cc2)CC1,-6,2,-11,-2,12,6,0,3,1

# Entries above with an aryl thioether with sulfur outside any ring, in the order listed:
SMILES,pPAFAH inh,PAFAH1B2 FP inh,PAFAH2 inh,PAD4 inh,LYPLA2 inh,PAFAH1B3 inh,GSTO1 counter,LYPLA1 counter,PME-1 inh
CC(=O)c1cccc(NC(=O)CSc2nc(=O)n(CCCN3CCOCC3)c3c2CCC3)c1,1,-2,1,-2,-1,1,-4,-3,2
CC(NC(=O)c1ccccc1Br)c1nnc(SCC(=O)NC2=NCCS2)n1C (stereo not given),1,1,5,-2,-5,5,8,-3,-4
CN(C)CCn1c2c(c(SCC(=O)Nc3ccc4c(c3)OCCO4)nc1=O)CCCC2,5,2,0,-3,1,-1,4,0,-1
N#CC1(NC(=O)CSc2nc3ccc([N+](=O)[O-])cc3s2)CCCCC1,-1,6,2,-7,-8,-2,7,-6,4
Clc1ccc(SCc2cc(-c3ccc(Cl)cc3)on2)cc1,1,23,-7,3,-6,-3,-3,-4,-12
O=C(Cc1ccc(Cl)cc1)Nc1ccc(SC(F)F)cc1,0,2,-7,-1,7,0,2,-6,-8
O=C(CSc1nnc(-c2ccc(F)cc2)o1)N1CCCCC1,0,4,-6,-2,6,5,5,-2,3
Cc1ccc2cc(C)c(Sc3nnnn3-c3ccccc3)nc2c1,-3,-2,4,-8,-17,5,-17,-11,-5
Cn1cnnc1SCC(=O)NC(=O)NC1CCCC1,1,2,-3,3,-3,-5,5,2,1
